IDH1 R132H inh: inhibitors of human mutant IDH1 R132H; O75874; IDH1-R132H enzyme, NADPH consumption, diaphorase/resazurin fluorescence; Potency, µM (highest dose often 76.6 µM), inactives show at the top dose activity change, negative = inhibition, most hits filed as inhibitors; hit rate 0.093% among 390,000; further: on the % scale 0 is the no-effect control and ±100 the full control effect; nearly all actives have a fitted effect of over 65% in size
Target sequence (O75874 whole entry R132H, stated change not applied): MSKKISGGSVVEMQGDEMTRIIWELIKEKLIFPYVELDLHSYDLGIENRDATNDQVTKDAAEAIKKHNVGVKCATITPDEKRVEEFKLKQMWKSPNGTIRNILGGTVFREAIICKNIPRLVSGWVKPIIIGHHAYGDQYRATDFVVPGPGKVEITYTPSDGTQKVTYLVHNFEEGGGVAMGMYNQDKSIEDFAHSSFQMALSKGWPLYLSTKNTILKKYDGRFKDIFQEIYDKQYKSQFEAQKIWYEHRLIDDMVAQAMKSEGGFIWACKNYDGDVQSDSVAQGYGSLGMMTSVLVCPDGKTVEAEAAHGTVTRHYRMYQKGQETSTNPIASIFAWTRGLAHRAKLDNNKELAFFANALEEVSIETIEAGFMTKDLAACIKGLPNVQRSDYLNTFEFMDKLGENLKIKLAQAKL
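IDH1-R132H (0.5 ug/mL) preincubated 30 min with compound, then NADPH (0.016 mM) and alpha-KG (2 mM) added; 80 min at RT, pH 7.5. Remaining NADPH coupled via diaphorase/resazurin to fluorescence (540/590 nm); concentration-response curves normalized to no-enzyme control.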
rTrxR1 inhibitor: blocks rat thioredoxin reductase 1; O89049; recombinant rTrxR1, NADPH fluorescence consumption, selenite substrate; Potency, µM (doses to about 114 µM), for inactives: at the top dose activity change, negative = inhibition, most hits filed as inhibitors; hit rate 1% among 390,000; AID 588453; further: on the % scale 0 is the no-effect control and ±100 the full control effect; nearly all actives have a fitted effect of over 65% in size
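Rat TrxR1 (90 nM in the dispensed reagent) was pre-reduced with 400 uM NADPH for 5 min at room temperature, then incubated with compound for 15 min. After 400 uM selenite was added, NADPH fluorescence (Ex 340/Em 450 nm) was followed for 8 min.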
ALOX12 inh: inhibitors of human 12S-lipoxygenase ALOX12; Potency, µM (series often up to 108 µM), for inactives: at the top dose activity change, negative = inhibition, actives largely listed as inhibitors; hit rate 1.1% among 580,000; AID 1671190; P18054; purified 12hLO, xylenol orange hydroperoxide absorbance; further: on the % scale 0 is the no-effect control and ±100 the full control effect
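Purified human 12hLO (150 nM final) in 25 mM Hepes, 0.01% Triton X-100, pH 7.0 was preincubated 15 min at room temperature with compound. Then 40 uM arachidonic acid was added, 30 min. Hydroperoxide was read by Fe-XO absorbance ratio 573/405 nm.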
Vif-APOBEC3F blk: inhibitors of Vif-A3F interaction; Potency, µM (highest dose often 46.1 µM), inactives show top-dose activity, negative = active; HeLa A3F-eYFP + Vif (tagged APOBEC3F with the HIV-1 protein that degrades it), YFP fluorescence increase; hit rate 0.2% among 390,000; further: % of control where 0% means no effect; nearly all actives have a fitted effect of over 65% in size
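Fluorescence increase (Ex 488/Em 500-530) after overnight compound treatment at 37 deg C flags inhibition of Vif-driven A3F-eYFP loss in stable HeLa A3F-eYFP/Vif cells seeded overnight beforehand.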
USP1 inh: USP1/UAF1 (human) deubiquitinase inhibition; O94782; recombinant USP1/UAF1, Ub-Rhodamine cleavage fluorescence; Potency, µM (titrated, usually from 57.1 µM), for inactives: at the highest dose activity change, negative = inhibition, most hits filed as inhibitors; hit rate 0.23% among 390,000; further: on the % scale 0 is the no-effect control and ±100 the full control effect; nearly all actives have a fitted effect of over 60% in size; inactives centre near -12
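In this screen, compounds sit with the deubiquitinase complex (1nM) for 15 min at room temperature before Ub-Rho is added at 150nM final. Fluorescence rise is then followed for 6 reads every 60 seconds.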
TrxR1 substrate: is turned over as a substrate by rat TrxR1. purified TrxR1 substrate turnover, NADPH consumption readout. O89049. hit rate 0.01% among 390,000. Potency, µM (top dose mostly 114 µM), without a hit: top-dose activity change, negative = substrate turnover; further: on the % scale 0 is the no-effect control and ±100 the full control effect; nearly all actives have a fitted effect of over 50% in size
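Rat TrxR1, dispensed at 90 nM, was prereduced with 400 uM NADPH (final) for 5 min at ~22 deg C, then incubated with compound 15 min before 400 uM selenite. A first-read NADPH fluorescence drop versus no-compound background flagged substrates.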
RGS4 inh: inhibitors of human regulator of G protein signaling 4. Transcreener GDP fluorescence polarization, RGS4-accelerated GTP hydrolysis. Potency, µM (titrated, usually from 114 µM), for the others: at the top dose activity change, negative = inhibition, hits mostly inhibitors. P49798. hit rate 0.039% among 390,000; further: on the % scale 0 is the no-effect control and ±100 the full control effect; nearly all actives have a fitted effect of over 75% in size; some results filed as inactive show a strong effect at the top dose
Target sequence (P49798 whole entry, looked up): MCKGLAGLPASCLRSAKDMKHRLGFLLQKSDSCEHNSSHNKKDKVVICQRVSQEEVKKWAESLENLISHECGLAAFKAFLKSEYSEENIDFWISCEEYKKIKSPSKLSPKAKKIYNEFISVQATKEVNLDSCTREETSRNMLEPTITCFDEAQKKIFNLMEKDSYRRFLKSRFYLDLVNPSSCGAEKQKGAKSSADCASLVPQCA
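MLSMR compounds (23 nl, pin-transferred) preincubated 10 min at room temperature with a 500nM (2x) first reagent, then RGS4 at 900nM (2x) plus Transcreener GDP mix added; fluorescence polarization (620/688 nm) read before and after 90 min at 30 °C.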
Vif-A3G inh: Vif-A3G binding inhibition | Potency, µM (highest dose often 46.1 µM), inactives show top-dose activity, negative = active, actives largely listed as inhibitors | HeLa A3G-eYFP + Vif (tagged APOBEC3G with the HIV-1 protein that degrades it), YFP fluorescence, overnight | hit rate 0.076% among 410,000 | Q9HC16;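 further: on the % scale 0 is the no-effect control and ±100 the full control effect; nearly all actives have a fitted effect of over 60% in size; hits raise eYFP signal because A3G escapes Vif-driven loss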
Target sequence (Q9HC16 whole entry, looked up): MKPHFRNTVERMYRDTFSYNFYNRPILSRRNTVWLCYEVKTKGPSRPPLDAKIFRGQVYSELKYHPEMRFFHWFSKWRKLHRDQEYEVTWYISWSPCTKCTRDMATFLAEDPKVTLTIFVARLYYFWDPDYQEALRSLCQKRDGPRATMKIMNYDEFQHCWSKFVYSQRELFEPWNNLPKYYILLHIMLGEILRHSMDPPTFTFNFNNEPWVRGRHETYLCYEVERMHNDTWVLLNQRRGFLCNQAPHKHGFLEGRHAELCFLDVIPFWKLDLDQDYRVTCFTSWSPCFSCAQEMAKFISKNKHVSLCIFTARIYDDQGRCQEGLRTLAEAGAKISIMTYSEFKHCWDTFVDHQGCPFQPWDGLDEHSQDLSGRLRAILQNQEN
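Read-out is eYFP fluorescence (Ex 488/Em 500-530) from Vif-expressing HeLa A3G-eYFP cells; more signal means A3G escaped Vif-mediated degradation. Cells plated overnight, compound pinned in, incubated overnight at 37 deg C.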
RXFP1 ag: agonists of human relaxin receptor RXFP1; Q9HBX9; HEK293T-RXFP1 cAMP TR-FRET, 30 min; response scale: percent of porcine relaxin response, buffer zero; Potency, µM (highest dose often 57.5 µM), without a hit: at the top dose activation, most hits filed as activators; hit rate 0.3% among 370,000; further: on the % scale 0 is the no-effect control and ±100 the full control effect; nearly all actives have a fitted effect of over 60% in size; many of its hits are not listed in these tables
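HEK293 cells stably expressing RXFP1, treated 30 min at 37C with compounds plus PDE4 inhibitor Ro 20174; cAMP measured by HTRF TR-FRET. Normalized to buffer and 29 nM porcine relaxin; EC50 by Hill fit.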
Active calls of the source: *; ? = inconclusive; / = not tested or not shown; & = joins results of further samples; [ ] = another dose, or the depositor's remark. The call rests on the fitted dose curve; in most records, active means well fitted curve in the direction sought with a large enough effect; inconclusive means small, poorly fitted or top-dose-only effect, or another doubt; inactive means no such curve, though single readings can be large; an effect the other way counts as inactive or inconclusive. Potency means the concentration at half of the fitted maximal effect. An excerpt; count on the stated rates, not on these rows.

SMILES	IDH1 R132H inh	rTrxR1 inhibitor	ALOX12 inh	Vif-APOBEC3F blk	USP1 inh	TrxR1 substrate	RGS4 inh	Vif-A3G inh	RXFP1 ag
Cc1ccc(-c2cc(C(F)F)n3ncc(C(=O)Nc4c(C)nn(Cc5ccccc5Cl)c4C)c3n2)cc1	1%	-1%	-10%	2%	-12%	2%	-9%[11.4 µM]	-6%	-0.1%
CCCCOC(=O)C1=C(C)Nc2ncnn2C1c1ccc(OC)c(OC)c1OC (stereo not given)	0%	-4%	0%	-8%	0%	-5%[57.1 µM]	-27%	-7%	0.9%
CC/C(=N\NC(=O)c1cc(C2CC2)[nH]n1)c1ccccc1	-3%	29%	19%	0%	-11%	0%	15%	1%	-0.5%
Cc1cccc(C)c1NC(=O)CSc1nc(C2CC2)nc2ccccc12	4%	22%	-12%	-4%	-2%	2%	-5%	0%	3.0%
CN(CC(=O)Nc1ccccc1Cl)C(=O)Cn1cc(C(F)(F)F)cc(Cl)c1=O	6%	-11%	-13%	-3%	0%	-8%	1%	-6%	0.3%
Cc1ccc(OCC(O)CN2CCN(CC(O)COC(C)C)CC2)c(C(C)(C)C)c1 (stereo not given)	0%	6%	-5%	0%	1%	5%	-7%	0%	1.1%
N#Cc1ccc(/C=C2\CCn3c2nc2cc(C(=O)O)ccc2c3=O)cc1	4%	20%	-16%	-4%	-11%	245%[activator]	-22%	-1%	0.0%
C=CCN=C(NC#N)SCc1ccccc1Cl	1%	0%	0%	-1%	2%	6%[57.1 µM]	-1%	-4%	-0.6%
CCn1c(SCC(=O)c2ccc(O)c(O)c2)nnc1-c1ccc(C)cc1	9%	-21%	?	6%	-6%	-8%	-9%	-15%	2.2%
Cc1cccc(Nc2nc(N)c([N+](=O)[O-])c(N3CCC(C)CC3)n2)c1	-24%	-6%[57.1 µM]	-14%	10%	-18%	-4%[57.1 µM]	-24%	-9%	1.3%
COc1cc(C(=O)NC2CC3CCCC(C2)N3C2CC2)cc(OC)c1OC (stereo not given)	-4%	18%[57.1 µM]	-19%	-6%	-23%	14%[57.1 µM]	7%[11.4 µM]	0%	1.3%
O=C(CBr)Nc1c2c(nn1-c1ccccc1)CSC2	3%	?	?	5%	-16%	8%	?	0%	-8.5%
O=C(NCc1ccc2c(c1)OCO2)C1CCC(CNS(=O)(=O)c2ccc(Cl)cc2)CC1 (stereo not given)	2%	16%	3%[57.4 µM]	-1%	-25%	10%	27%	-2%	0.7%
O=C(NCc1ccc(F)cc1)c1cc2c(s1)CS(=O)(=O)C2	-9%	30%	-4%	-2%	-28%	2%	-14%	1%	0.9%
N=C1C(c2ccccc2)=C(O)CN1c1ccc2c(c1)OCO2	-4%	22%	5%[57.4 µM]	0%	-13%	10%	-4%	-1%	-0.2%
CC1=CC(C)(C)N(C(=O)CN2C(=O)CCC2=O)c2ccccc21	12%	22%	0%	1%	-5%	2%	-2%	0%	1.9%
CCN1C(=O)c2cccc3c(NC(=O)C(C)(C)C)ccc1c23	4%	15%[57.1 µM]	92%[activator]	3%	-22%	6%[57.1 µM]	0%	-5%	3.1%
O=C(CN1CC(=O)Oc2ccccc21)OCC(=O)c1ccc(Br)cc1	-6%	-22%	0%	0%	-20%	-5%	-27%	-2%	/
CCOC(=O)Cn1c(=O)c2c(nc3n2CCCCN3c2ccc(OCC)cc2)n(C)c1=O	7%	19%	28%	3%	-23%	1%	-8%	1%	/
COc1ccc(C2C(C)C3(O)CC(C#N)(C(=O)N3)C2(C#N)C#N)cc1 (stereo not given)	7%	17%[11.4 µM]	0%	-1%	-8%	1%[11.4 µM]	-8%	3%	2.6%
COc1cc(/C=C/C(=O)c2c(O)cc(C)oc2=O)cc(OC)c1O	7%	?	-22%	-22%	-28%	-18%	11%[11.4 µM]	?	0.7%
COc1cccc(NS(=O)(=O)c2cc3c(cc2C)N(C)CCO3)c1	6%	10%	41%[activator]	-1%	-23%	5%[57.1 µM]	-8%	7%	0.6%
O=C(CN1CCOCC1)Nc1ccccc1Cl	1%	20%	10%	-3%	-6%	8%	-3%	0%	0.1%
COC(=O)c1cc(NC(=O)Cc2ccc(OC)cc2)cc(C(=O)OC)c1	8%	-4%	-8%	2%	-1%	-8%	-20%	-2%	0.5%
S=C(NN=C1CCN(Cc2ccccc2)CC1)NC1CCCCC1	-5%	2%[57.1 µM]	?	?	-19%	9%[57.1 µM]	-29%	10%	0.0%
O=C(c1ccc(COc2ccc3c(c2)CCC3)o1)N1CCN(c2ccccc2)CC1	0%	-16%	-15%	-3%	-21%	6%	-7%	2%	/
O=S(=O)(c1ccccc1F)N1CCN(C(=S)NCc2ccccc2)CC1	14%	0%[57.1 µM]	-4%	-2%	-10%	-1%[57.1 µM]	3%	1%	-1.3%
NC(=S)NNc1ccnc2cc(Cl)ccc12	-3%	12%[57.1 µM]	5.6µM*	-21%	-10%	-3%	-39%	-2%	3.7%
O=C(Cc1cccs1)NC1CCCC1	5%	-25%[57.1 µM]	-8%	10%	-26%	-14%[57.1 µM]	-41%	-1%	-1.2%
CCOC(=O)N1CCC(N2C(=O)c3ccccc3C2Nc2c(C)cccc2C)CC1 (stereo not given)	-3%	6%[57.1 µM]	12%	0%	-5%	0%[57.1 µM]	-7%	1%	3.5%
Cc1csc2nc(CCNS(=O)(=O)c3ccccc3)cn12	-5%	24%[57.1 µM]	-28%	1%	-20%	6%[57.1 µM]	-3%	-6%	1.8%
COC(=O)c1ccc(NC(=O)c2snnc2-c2ccccc2)cc1	14%	-8%	-3%	-1%	-10%	-3%	-20%	-3%	-0.3%
Cc1cccc(C)c1NC(=O)CCCCCC1NC(=O)NC1C (stereo not given)	0%	14%[57.1 µM]	-8%	-1%	?	2%[57.1 µM]	-5%	1%	1.0%
C/C(N)=C(/C#N)C(=O)CSc1nc2ccc(C)cc2[nH]1	4%	-7%	?	-10%	-4%	-4%	-9%	-5%	0.5%
O=C(NCCOc1ccccc1F)Nc1ccc(Br)cc1	-3%	7%	-14%	1%	-24%	0%	-18%	0%	-2.1%
Cc1oc(-c2ccccc2Cl)nc1CS(=O)(=O)CC(=O)NC1CCCC1	-4%	?	3%	2%	-4%	0%[57.1 µM]	24%	1%	13%

Two records drawn at random from those above, as already listed:
SMILES	IDH1 R132H inh	rTrxR1 inhibitor	ALOX12 inh	Vif-APOBEC3F blk	USP1 inh	TrxR1 substrate	RGS4 inh	Vif-A3G inh	RXFP1 ag
COC(=O)c1ccc(NC(=O)c2snnc2-c2ccccc2)cc1	14%	-8%	-3%	-1%	-10%	-3%	-20%	-3%	-0.3%
O=C(Cc1cccs1)NC1CCCC1	5%	-25%[57.1 µM]	-8%	10%	-26%	-14%[57.1 µM]	-41%	-1%	-1.2%

The results go on:
SMILES	IDH1 R132H inh	rTrxR1 inhibitor	ALOX12 inh	Vif-APOBEC3F blk	USP1 inh	TrxR1 substrate	RGS4 inh	Vif-A3G inh	RXFP1 ag
O=c1[nH]c(=O)c2nc3ccccc3nc2[nH]1	/	18%&15%&-8%[57.1 µM]	-19%&14%	-10%	/	27%[57.1 µM]	?	0%	2.6%
CC(=O)c1cc2c(cc1NC(=O)CN1CCCCCCC1)OCO2	0%	0%	?	-10%	-19%	-2%	-30%[56.9 µM]	2%	0.0%
COc1ccc2c(c1)sc1ncc(C(=O)NCc3ccc(Cl)cc3)c(=O)n12	3%	24%	-14%	1%	7%	12%	-3%	-6%	0.9%
COc1ccc(-c2cc(-c3ccccc3)nc(-c3ccc4c(c3)NC(=O)CO4)c2)cc1	-1%	23%	-9%	-3%	-17%	19%	-13%	-4%	0.3%
Cc1cnc(NC2=NCCC2)s1	-3%	2%[57.1 µM]	-3%	?	-15%	5%[57.1 µM]	7%	-1%	0.4%
Clc1ccc(NCc2nnc3n2CCCCC3)cc1	11%	2%	?	/	-26%	-1%	10%	0%	-2.1%
Cc1ccc(CN2CCSc3ccc(C(=O)NCC(C)c4ccccc4)cc32)cc1 (stereo not given)	16%	62%[activator]	-26%	-6%	-15%	56%[activator]	?	2%	14%
O=C(Nc1nnc(-c2ccc(F)cc2)s1)c1ccco1	5%	15%	-2%	11%	-21%	6%	-3%	1%	6.2%
Cc1ccc(NC(=O)[C@@H](c2ccccc2)N2Cc3ccccc3C2=O)cc1F	-4%	-5%	-20%	0%	-9%	-5%	0%	-5%	-0.3%
Cc1c(-c2cc(C(=O)O)c3ccccc3n2)cnn1C	8%	-3%	6%	7%	-11%	209%[activator]	0%	1%	2.6%
Cc1ccc(-n2c(Cl)c(Cl)[nH]c(=O)c2=O)cc1	2%	-10%	-16%	-1%	-9%	-10%	-9%	1%	-1.1%
O=C(CCCCCBr)N1CCC(CC2CC(c3ccc(Cl)cc3)=NO2)(C(=O)NCC2CCCCC2)CC1 (stereo not given)	13%	4%	?	7%	-20%	3%	-9%	1%	3.5%
O=C(COc1ccc(NC(=O)c2ccccc2)cc1)c1ccccc1	-4%	23%	?	-3%	-10%	2%	32%	-7%	-1.7%
COc1cc(CN2CCNC(=O)C2CC(=O)N2CCCO2)cc(OC)c1 (stereo not given)	-1%	1%	-22%	1%	-19%	6%	3%	1%	17%
O=S(=O)(CCc1nc2ccccc2[nH]1)c1ccc(Br)cc1	0%	-11%	10%	3%	6%	-5%	-1%	-5%	1.7%

High-throughput results as filed in PubChem BioAssay.
